KB-V1 MDR tox = qHTS assay for MDR1-selective chemotherapeutics: Primary screen using the drug-selected MDR subline cells KB-V1; Potency, µM (titrated, usually from 46.1 µM), for the others: at the top dose activity change, negative = cytotoxicity, usual class: cytotoxic; KB-V1 MDR cells viability, CellTiter-Glo, 72 h; actives 3.4% (n = 400,000); AID 1347076, 2019; further: potency means the concentration at half of the fitted maximal effect; on the % scale 0 is the no-effect control and ±100 the full control effect; nearly all actives have a fitted effect of over 60% in size
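Compound-treated KB-V1 multidrug-resistant cells, 72 h, 37 degrees C; viability by CellTiter-Glo. Fitted qHTS curves give the values.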
D3 ag = qHTS of D3 Dopamine Receptor Agonist: qHTS; D(3) dopamine receptor (Homo sapiens), P35462; D3R DiscoveRx beta-arrestin cells, luminescence, 90 min; max activation, %; actives 0.58% (n = 410,000); in the data active means max activation above about 30%; further: 0% is about no effect; mostly tested at two doses, the higher about 12 µM
Target sequence (P35462 whole entry, looked up): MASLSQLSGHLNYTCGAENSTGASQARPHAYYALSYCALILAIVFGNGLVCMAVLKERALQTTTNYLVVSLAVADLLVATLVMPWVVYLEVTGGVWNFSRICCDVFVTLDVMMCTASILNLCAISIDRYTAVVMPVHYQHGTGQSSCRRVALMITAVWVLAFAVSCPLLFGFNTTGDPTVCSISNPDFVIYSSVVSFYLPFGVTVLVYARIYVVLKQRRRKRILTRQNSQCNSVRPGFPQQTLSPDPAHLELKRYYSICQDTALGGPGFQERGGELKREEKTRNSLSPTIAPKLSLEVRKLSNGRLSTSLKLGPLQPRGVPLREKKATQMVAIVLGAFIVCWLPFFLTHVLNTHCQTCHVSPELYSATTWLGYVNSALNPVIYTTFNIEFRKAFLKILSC
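Cells at 1500/well, incubated overnight, then treated with pinned compounds (dopamine as control) for 90 min at 37 degrees C. DiscoveRx reagent added for 30 - 60 minutes at room temperature; luminescence read.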
HT1080 IDH1KD tx = qHTS for induction of synthetic lethality in tumor cells producing 2HG: qHTS for the HT-1080-IDH1KD cell line. HT-1080 IDH1 knockdown viability, ATP luminescence, 48 h. Potency, µM (series often up to 46.1 µM), without a hit: at the top dose activity, negative = toxicity, usual class: cytotoxic. actives 2% (n = 360,000);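 further: potency means the concentration at half of the fitted maximal effect; 0% = DMSO wells and -100% = cell-free medium wells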
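Assay cells: HT-1080 with IDH1 knockdown, 750 per well, RPMI/5% FBS. Exposure: 48 h at 37 °C following 2 h pre-incubation. Read: CellTiter-Glo luminescence; fitted concentration-response, curve class assigned.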
SW480 rereplic = A quantitative high throughput screen for small molecules that induce DNA re-replication in SW480 colon adenocarcinoma cells; SW480 DNA re-replication, Hoechst DNA content imaging, 48 h; Potency, µM (doses to about 46.1 µM), for inactives: at the top dose re-replication activation, hits mostly activators; actives 1.8% (n = 340,000); further: potency means the concentration at half of the fitted maximal effect; % of control where 0% means no effect; nearly all actives have a fitted effect of over 55% in size
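Image-based DNA-content assay: after two days of treatment, nuclei were labelled with the DNA dye Hoechst and imaged, and hits were compounds raising the count of nuclei showing high fluorescence intensity.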
KB-3-1 tox = qHTS assay for MDR1-selective chemotherapeutics: Primary screen using the parental adenocarcinoma cell KB-3-1. Potency, µM (highest dose often 46.1 µM), for inactives: at the top dose activity change, negative = cytotoxic, hits mostly cytotoxic. actives 1.4% (n = 400,000). KB-3-1 viability, CellTiter-Glo ATP luminescence, 72 h; further: potency means the concentration at half of the fitted maximal effect; on the % scale 0 is the no-effect control and ±100 the full control effect; nearly all actives have a fitted effect of over 60% in size
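Here the drug-naive KB-3-1 line serves as comparator for MDR sub-line selectivity; cells received compound titrations, 72 h at 37 °C, then CellTiter-Glo readout.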
HEK293 tox = qHTS of GLP-1 Receptor Inverse Agonists: Cytotox Screen | HEK293 cAMP-luciferase reporter cells, luminescence, 24 h | Potency, µM (highest dose often 38.3 µM), for inactives: top-dose activity change, negative = inhibition, most hits filed as inhibitors | actives 0.13% (n = 410,000);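 further: loss of luciferase light is scored as toxicity; potency means the concentration at half of the fitted maximal effect; on the % scale 0 is the no-effect control and ±100 the full control effect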
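1536-well qHTS counterscreen of the MLSMR; 200 cells/uL, 12 h pre-incubation, 23 nL cpd, 24 h at 37 deg C 5% CO2, luciferase detection reagent, 12 min RT, luminescence. Inhibition = undesired.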
MCF10A rereplic = A quantitative high throughput screen for small molecules that induce DNA re-replication in MCF 10a normal breast cells | MCF 10A DNA re-replication, Hoechst nuclear intensity, 48 h | Potency, µM (doses to about 46.1 µM), inactives show at the top dose activity, positive = re-replication, most hits filed as activators | actives 2.9% (n = 350,000) | AID 624296, 2012; further: potency means the concentration at half of the fitted maximal effect; % of control where 0% means no effect; nearly all actives have a fitted effect of over 50% in size
HT1080NT lethal = qHTS for induction of synthetic lethality in tumor cells producing 2HG: qHTS for the HT-1080-NT fibrosarcoma cell line; HT-1080-NT fibrosarcoma viability, CellTiter-Glo ATP luminescence, 48 h; actives 1.6% (n = 360,000); Potency, µM (titrated, usually from 46.1 µM), inactives show at the highest dose activity, negative = less viability, usual class: cytotoxic; AID 686970, 2013;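 further: NT is the 2HG producing partner of a matched IDH1 knockdown line; potency means the concentration at half of the fitted maximal effect; 0% = DMSO-treated cells and -100% = media-only wells without cells; nearly all actives have a fitted effect of over 55% in size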
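Compounds were tested in concentration-response format on HT-1080-NT cells for 48 hours at 37 degrees C. Cell viability came from CellTiter-Glo luminescence; curves were classified by r2, response magnitude and activity.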
IL-1B inflam inh = qHTS for Inhibitors of Inflammasome Signaling: IL-1-beta AlphaLISA Primary Screen; actives 4.7% (n = 360,000); AID 743279, 2014; activity change, % at 57.5 µM; THP-1 LPS/ATP IL-1B secretion, AlphaLISA, 16 h; active compounds read low; in the data active means activity change below about -50%; inconclusive means mostly about -30% to -49%; further: on the % scale 0 is the no-effect control and ±100 the full control effect
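THP-1 cells pretreated 1 hr with compounds (up to 57.5 uM final), then stimulated with LPS (250 ng/mL final) plus ATP (1.25 mM final); secreted IL-1B measured by AlphaLISA after 16 hr, decreased signal indicating inhibition.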
Starred values were filed as active, the others as inactive; ? = inconclusive; / = not tested or not shown; & = joins results of further samples; [ ] = remark or other dose. Unless noted, the call rests on the fitted dose curve; in most records, active means well fitted curve in the direction sought with a large enough effect; inconclusive means small, poorly fitted or top-dose-only effect, or another doubt; inactive means no such curve, though single readings can be large; an effect the other way counts as inactive or inconclusive. Only part of the results is shown. The share of hits here may be higher or lower than overall.

SMILES	KB-V1 MDR tox	D3 ag	HT1080 IDH1KD tx	SW480 rereplic	KB-3-1 tox	HEK293 tox	MCF10A rereplic	HT1080NT lethal	IL-1B inflam inh
Cc1ccc2c(c1)C1CN(C)CCC1N2C(=O)COc1ccc(S(=O)(=O)N2CCOCC2)cc1 (centres undefined)	-7%	-22	-2%	0%	-8%	12%	-1%	3%	7
O=C1NCN(c2ccccc2)C12CCN(C(c1ccccc1)c1nnnn1-c1ccc3c(c1)OCCO3)CC2 (centres undefined)	0%	-4	?	/	?	-18%	/	?	0
O=C(c1ccc2c(=O)n(Cc3ccc4c(c3)OCO4)c(=S)[nH]c2c1)N1CCC2(CC1)OCCO2	-2%	-5	14%	-4%	9%	3%	-2%	0%	8
CCOP(=O)(OCC)C(NC(=O)Nc1ccc(Cl)c(Cl)c1)c1ccccc1 (centres undefined)	?	2	?	-3%	-1%	-9%	15%	?	-3
CC(=O)N1N=C(c2ccccc2)CC1c1cn(Cc2ccccc2)c2ccccc12 (centres undefined)	15µM*	-2	?	?	?	?	21µM*	?	-4
C/C(N)=C(/C#N)C(=O)CSc1nc2cc(Cl)ccc2c(=O)n1-c1ccc(C)cc1	-17%	-7	-10%	0%	-24%	7%	?	-11%	10
CCC(C)C1(CC)C(=O)NC(=O)N=C1N (centres undefined)	0%	29	2%	-2%	-7%	-1%	-9%	8%	34
CN1CCCC(C(=O)c2ccc(Cl)cc2)C1 (centres undefined)	3%	-13	-18%	?	0%	-4%	?	-1%	-11
COC(=O)C1=C(c2ccc(Cl)c(C(F)(F)F)c2)C[C@@H]2CC[C@H]1N2C(=O)NCc1cc(C)oc1C(F)(F)F	?	-13	-28%	11%	?	-1%	41%	-18%	-29
Cn1c(O)c(C=NCCN2CCN(C(=O)c3ccccc3)CC2)c(=O)n(C)c1=O	6%	5	17%	-1%	19%	-7%	9%	7%	12
C[C@]12CCC3C(CC[C@H]4[C@@H](O)[C@H](O)CC[C@]34C)C1CCC2=O (some centres undefined)	6%	-7	-1%	2%	-2%	-5%	-24%	2%	19
C=CCC[C@@H](Cc1ccc(F)cc1)C(=O)OC[C@@H](C)NC(=O)[C@@H](CC=C)CC(=O)N[C@H](CO)Cc1ccccc1	-11%	0	-19%	0%	-2%	-10%	?	-13%	?
COc1cc(C#Cc2c(-c3cncn3C)n(C)c3ccc(-c4ccc(OC)nc4)cc23)cc(OC)c1	?	2	-7%	26%	?	55%[activator]	?	-22%	-11
C[C@]12CCC(=O)C=C1CCC1C2CC[C@@]2(C)C1CC[C@]2(C)O (some centres undefined)	?	1	-21%	?	-7%	-13%	15%	-17%	48
O=c1[nH]c(=O)n(CCC2=CCCCC2)c(O)c1/C=N/Nc1ccccc1	?	3	?	2%	-25%	-3%	28%	?	-7
COC12CCC3(CC1C(C)(O)C(C)(C)C)[C@H]1Cc4ccc(O)c5c4[C@@]3(CCN1CC1CC1)C2O5 (some centres undefined)	?	19	?	13%	0%	-6%	-3%	?	?
CCc1nc2ccccc2c(=O)n1-c1ccccc1[N+](=O)[O-]	5%	-7	3%	17%	3%	7%	?	8%	-3
C#CCOc1ccc(OC)cc1C(c1c(C)[nH][nH]c1=O)c1c(C)[nH][nH]c1=O	-6%	10	-1%	-5%	-4%	-14%	?	6%	-10
O=c1ccc2cc(OC3O[C@H](CO)[C@@H](O)[C@H](O)[C@H]3O)c(O)cc2o1 (some centres undefined)	9%	4	-3%	-113%[inhibitor]	0%	403%[activator]	38%	-3%	-1
CCN(CC)C(=O)c1ccc(NC(=O)c2ccc(-c3nn(C)c(=O)c4ccccc34)cc2)cc1	?	7&6	5%	-1%	-15%&1%	6%&-5%	2%	2%	-2
CCN1CCN(c2nc3c(c(=O)[nH]2)CCCC3)CC1	9%	-5	-5%	-15%	1%	41%[activator]	12%	-3%	0
CCOC(=O)c1ccc(NC(=O)c2cccn(Cc3ccccc3F)c2=O)cc1	5.8µM*	10	/	/	-30%	-6%	/	/	/
S=P(NCCSCc1ccccc1)(N1CC1)N1CC1	-1%	6	-18%	9.2µM*	-1%	-2%	15µM*	-10%	-21
COc1cccc(CN2CCN(Cc3cccc(F)c3)CC2)c1	8%	-20	-2%	-1%	-5%	1%	-4%	-1%	-4
Clc1ccc(C(OCCN2CCCCC2)c2ccccc2)cc1 (centres undefined)	?	-93&-21	?	2%	0%	1%	-2%	-2%	-51*
New compounds follow
SMILES	KB-V1 MDR tox	D3 ag	HT1080 IDH1KD tx	SW480 rereplic	KB-3-1 tox	HEK293 tox	MCF10A rereplic	HT1080NT lethal	IL-1B inflam inh
N=C1c2ccccc2CN1c1cccc([N+](=O)[O-])c1	-11%	6	19%	-6%	-3%	8%	1%	?	11
CCN1CCN(C(=O)Cc2coc3ccc4ccccc4c23)CC1	-15%	-2	-11%	10%	-12%	-6%	?	-18%	-17
CCCCC(=O)C1C(=O)NC(=O)NC1=O	4%	0	2%	-10%	-2%	1%	1%	8%	14
Fc1ccc(Cn2nnnc2CN2CCC(n3nnc4cc(C(F)(F)F)ccc43)CC2)cc1	?	-8	-3%	-6%	-7%	6%	26µM*	10%	?
COc1ccc(-n2c(O)c(C=NCc3ccc4c(c3)OCO4)c(=O)[nH]c2=O)cc1	?	4	11%	-8%	-3%	-5%	3%	?	18
COc1cc(/C=C2/SC(=Nc3ccc(O)cc3)NC2=O)cc(OC)c1O	0%	0	-9%	21µM*	?	0%[7.66 µM]	?	-27%	29
O=C(CN1CCCC1=O)N1CCOCC1	-25%	13	3%	2%	8%	7%	-1%	1%	9
CCC(=NCCC(c1ccccc1)c1ccccc1)c1c(O)[nH]c(=O)[nH]c1=O	?	3	-29%	-7%	-7%	-3%	16%	-30%	?
COCCCn1c(-c2ccc(OC)cc2)cc(C(=O)NC2CCCCCCC2)c1C	-19%	-38	?	?	?	6%	?	?	-53*
CCOC(=O)Cn1c(=N)n(CCOc2ccc3ccccc3c2)c2ccccc21	0%	1	?	4%[9.22 µM]	0%	?	12%	?	-5
COc1ccc(OC)c(N2C(=O)NC(=O)C3(Cc4cc(C)ccc4N(C)C3)C2=O)c1 (centres undefined)	17%	-11	-7%	8%	-5%	7%	15%	-4%	7
CCOc1cc2c(cc1OCC)-n1cccc1C(c1ccc(C)cc1C)NC2 (centres undefined)	?	7	21µM*	?	?	?	?	?	-90*
Cn1ncc(Cl)c1C(=O)N1CCC2(CC1)OCCO2	0%	0	0%	-27%	-6%	24%	3%	0%	3
CCC(C)N1CCN(C(=O)Cc2ccccc2)CC1 (centres undefined)	3%	-19	2%	3%	-2%	-13%	-3%	5%	5
C[C@H]1CN([C@@H](C)CO)C(=O)CCCn2nncc2CO[C@H]1CN(C)C(=O)Oc1ccc2ccccc2c1	-5%	-7	-3%	/	5%	10%	/	9%	24
CN(CCc1ccccc1)Cc1c[nH]c2ccccc12	?	3	-10%	10%	?	-3%	-6%	-20%	-67*
O=[N+]([O-])c1ccc(N2CCCC(C(F)(F)F)C2)c2ccncc12 (centres undefined)	?	32*	?	-2%	?	0%	?	?	18
O=C(c1ccc2c(c1)ncn2-c1ccc(F)cc1F)N1CCC2(CC1)OCCO2	?	2	?	?	?	-9%	?	15µM*	22
CC(C)C(C)(NC(=O)c1cccn(Cc2ccc3c(c2)OC(F)(F)O3)c1=O)C(N)=O (centres undefined)	6%	1	1%	1%	1%	-10%	0%	-5%	-3
CCCCN1CCS(=O)(=O)N(Cc2ccccc2Br)CC(C(=O)OC)C1 (centres undefined)	?	2	-9%	?	?	-12%	?	-14%	-4
CCN1CCC(O)(/C=C/c2ccc(C)cc2)C(C(=O)/C=C/c2ccc(C)cc2)C1 (centres undefined)	-2%	-11	12µM*	-2%	0%	?	?	?	-1
COC(=O)C1=C(c2cccc(C#N)c2)C[C@@H]2CC[C@H]1N2C(=O)NCc1ccco1	-6%	3	5%	-3%	-6%	11%	12%	12%	-5
CCOC(=O)c1c(C)n(Cc2ccco2)c2c1cc(O)c1ccccc12	-17%	3	-6%	20%	-24%	-11%	6%	-17%	3
CCCCOc1ccc(C(C)=O)cc1Cc1c(O)[nH]c(=S)[nH]c1=O	15%	-2	2%	-4%	4%	0%	-6%	2%	3
CC1CCCN(CCCNC(=O)c2ccc3c(c2)N(Cc2ccccc2F)C(=O)c2ccccc2S3(=O)=O)C1 (centres undefined)	4%&0%	-26&-19	?	?	?	?	-2%	26µM*	-65*

Exported as labelled records: entries from further up
> C[C@H]1CN([C@@H](C)CO)C(=O)CCCn2nncc2CO[C@H]1CN(C)C(=O)Oc1ccc2ccccc2c1
- KB-V1 MDR tox: -5%
- D3 ag: -7
- HT1080 IDH1KD tx: -3%
- SW480 rereplic: /
- KB-3-1 tox: 5%
- HEK293 tox: 10%
- MCF10A rereplic: /
- HT1080NT lethal: 9%
- IL-1B inflam inh: 24

> CN(CCc1ccccc1)Cc1c[nH]c2ccccc12
- KB-V1 MDR tox: ?
- D3 ag: 3
- HT1080 IDH1KD tx: -10%
- SW480 rereplic: 10%
- KB-3-1 tox: ?
- HEK293 tox: -3%
- MCF10A rereplic: -6%
- HT1080NT lethal: -20%
- IL-1B inflam inh: -67*

> O=[N+]([O-])c1ccc(N2CCCC(C(F)(F)F)C2)c2ccncc12 (centres undefined)
- KB-V1 MDR tox: ?
- D3 ag: 32*
- HT1080 IDH1KD tx: ?
- SW480 rereplic: -2%
- KB-3-1 tox: ?
- HEK293 tox: 0%
- MCF10A rereplic: ?
- HT1080NT lethal: ?
- IL-1B inflam inh: 18

Source: PubChem
